Screening data from PubChem.
Glyco luc inh = increase of ERlucT glycosylation luciferase signal, primary screen, N-linked glycosylation inhibitor project, D54 ERlucT cells, luminescence, set 2 | reporter increase, % at 12.5 µM | D54 ERlucT glycosylation luciferase reporter, 24 h; percent of 100 nM tunicamycin response | hit rate 0.23% among 360,000;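 active means mean luciferase reporter signal, scaled so untreated is 0 and the glycosylation-blocking control 100, at or above a set limit in every replicate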;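 further: luciferase carries N-glycosylation sites so blocking glycosylation raises the light; 0% = median of neutral control wells and 100% = median of 100 nM tunicamycin wells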
PDI turbidity = inhibitors of human PDI, primary screen, biochemical, turbidity, single point, plate reader; inhibition, % at 10 µM; hit rate 0.052% among 350,000; PDI insulin aggregation turbidity, A650, 90 min;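 active means mean inhibition across replicates of 30% or more, whatever share of single replicates reach that level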;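 further: absorbance from insulin aggregation driven by PDI reduction with DTT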
CaV13 FRET inh = Disruptors of the CACNA1D IQ motif to Ca2+-dependent inactivation inhibitor domain association, primary screening, Förster resonance energy transfer in intact living … | inhibition, % at 12.3 µM | HEK cells, CFP/YFP FRET ICDI-IQ, plate reader, 10 min; percent FRET-ratio fall versus neutral wells | hit rate 0.098% among 340,000;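 active means mean replicate inhibition of at least 30% and at least 1% of replicates passing that level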;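 further: 0% = median of the neutral control wells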
MC4R ag barr = MC4R agonists recruiting beta-arrestin, primary screen, cell-based, luminescence, agonist arm of biased-ligand search | activation, % at 8.9 µM | U2OS MC4R beta-arrestin complementation; percent of melanotan II response, DMSO zero | hit rate 0.98% among 360,000 | AID 540308, 2011 | Melanocortin receptor 4 (Homo sapiens), P32245;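 active means activation above a per-plate cutoff, the mean activation of sample wells on that plate plus 3 SD, cut at about 8% in these data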
ABCB6 inh 2 = ABCB6 transporter inhibitors, primary screen, K562-ABCB6 cells, flow cytometry, MLPCN library; AID 602162, 2011; fluorescence ratio to DMSO, % at 10 µM; hit rate 0.19% among 360,000; ATP-binding cassette sub-family B member 6 (Homo sapiens), Q9NP58; K562-ABCB6 porphyrin accumulation, 1 h; hits give low values;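 active means fluorescence ratio to DMSO below 75%, the collection mean minus 3 SD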;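 further: signal is porphyrin accumulated inside mitochondria; 100% equals median channel fluorescence of DMSO control wells; lower ratio means ABCB6 inhibition with less porphyrin fluorescence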
Target sequence (Q9NP58 whole entry, looked up): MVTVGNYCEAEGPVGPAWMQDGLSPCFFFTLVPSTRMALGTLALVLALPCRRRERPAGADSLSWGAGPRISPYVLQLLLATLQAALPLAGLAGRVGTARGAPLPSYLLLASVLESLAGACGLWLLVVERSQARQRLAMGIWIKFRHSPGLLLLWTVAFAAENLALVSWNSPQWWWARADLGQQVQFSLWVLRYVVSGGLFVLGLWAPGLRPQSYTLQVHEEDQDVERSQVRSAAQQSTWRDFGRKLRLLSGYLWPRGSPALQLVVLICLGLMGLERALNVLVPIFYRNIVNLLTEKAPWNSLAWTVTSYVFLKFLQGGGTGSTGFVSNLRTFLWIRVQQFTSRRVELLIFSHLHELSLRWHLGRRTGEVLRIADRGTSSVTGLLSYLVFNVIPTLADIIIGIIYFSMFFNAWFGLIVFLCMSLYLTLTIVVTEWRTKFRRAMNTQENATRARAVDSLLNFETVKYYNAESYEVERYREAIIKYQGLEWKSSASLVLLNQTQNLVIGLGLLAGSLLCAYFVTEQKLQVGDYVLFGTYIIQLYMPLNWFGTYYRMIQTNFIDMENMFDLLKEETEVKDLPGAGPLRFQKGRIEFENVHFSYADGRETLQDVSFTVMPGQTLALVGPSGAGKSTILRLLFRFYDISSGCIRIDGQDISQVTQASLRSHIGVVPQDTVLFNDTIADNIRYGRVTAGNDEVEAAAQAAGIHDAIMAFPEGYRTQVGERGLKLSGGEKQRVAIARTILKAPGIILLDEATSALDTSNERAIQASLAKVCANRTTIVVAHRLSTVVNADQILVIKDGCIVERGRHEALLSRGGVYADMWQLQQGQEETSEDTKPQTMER
H9c2 protect = cardioprotection against H2O2-induced cell death, primary screen, uHTS, H9c2 cells, ATPLite luminescence. hit rate 0.63% among 360,000. protection from H2O2 cell death, % at 20 µM. H9c2 cardiomyocytes, H2O2 injury protection, 2 h;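 active means compounds giving at least 50% protection of heart cells from peroxide-induced death in the single-dose screen, raw or plate-pattern-corrected value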;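 further: 0% = DMSO wells with peroxide and 100% = DMSO wells without peroxide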
ABHD5 PLIN5 PPI = ABHD5-PLIN5 interaction inhibitors, primary screen, cell lysate, split luciferase complementation, luminescence | AID 602281, 2012 | inhibition, % at 4 µM | Split G. princeps luciferase complementation, 4 h | Perilipin-5 (Homo sapiens) + 1-acylglycerol-3-phosphate O-acyltransferase ABHD5 (Homo … | hit rate 0.78% among 360,000;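 active means inhibition above the mean inhibition across every tested compound plus 3 SD, cut at about 22% in these data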;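 further: 0% = DMSO only wells and the 100% control is not disclosed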
MC4R antagonist = MC4R antagonists of cAMP signaling, primary screen, cell-based, TR-FRET, antagonist arm of biased-ligand search; MC4R-expressing cells, MTII-stimulated cAMP, LANCE TR-FRET; Melanocortin receptor 4 (Homo sapiens), P32245; inhibition, % at 6.5 µM; hit rate 0.48% among 360,000;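 active means inhibition above its plate's cutoff, the mean of tested wells on that plate plus 3 SD, cut at about 29% in these data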;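 further: 0% = Melanotan II alone and 100% = Melanotan II plus saturating MCL0020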
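Test system: U2OS cells stably expressing human melanocortin 4 receptor (MC4R); also added: Melanotan II challenge; compound: 6.5 µM single dose; timing: 30-min compound preincubation, 1-h Melanotan II challenge, 1-h detection, room temperature; signal: Eu-cAMP/anti-cAMP TR-FRET, emission 671 nm; repeats: one well per compound, no replicates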
HTR2A ag = mouse Htr2a agonists via beta-arrestin recruitment, primary screen, cell-based, luminescence; 5-hydroxytryptamine receptor 2A (Mus musculus), P35363; CHO-K1 mHTR2A beta-arrestin complementation; percent of 30 µM serotonin response; activation, % at 7.6 µM; hit rate 0.66% among 360,000;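 active means activation above a run cutoff, the mean activation of all tested compounds plus 3 SD, cut at about 14% in these data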;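 further: 0% = plate median of compound wells and 100% = 30 µM serotonin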
Exocytosis inh = LAMP-1 surface exposure blockers, TALL-104 cells – cell-based, flow cytometry, MLPCN library, primary screen; TALL-104 LAMP-1 surface exposure; cells stimulated with thapsigargin and PMA; inhibition, % at 10 µM; hit rate 0.66% among 360,000; AID 651702, 2012;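 active means inhibition above about 55%, limit read from the data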
* marks the source's active call; other numbers are inactive results; i = inactive; / = no result given.

SMILES | Glyco luc inh | PDI turbidity | CaV13 FRET inh | MC4R ag barr | ABCB6 inh 2 | H9c2 protect | ABHD5 PLIN5 PPI | MC4R antagonist | HTR2A ag | Exocytosis inh
Cc1cccc(C)c1NC(=O)N1C2CCCC1CC(NC(=O)C(C)(C)C)C2 (centres undefined) | -1 | -9 | -9 | 0.0 | 99 | -2 | 5 | 6 | 5 | -1
Cc1cccc(C(=O)NNC(=O)c2ccc(O)cc2)c1 | 0 | -8 | -5 | -0.4 | 97 | 1 | 7 | 4 | 5 | 12
CCOc1ccc(C(=O)COC(=O)C2COc3ccccc3O2)cc1 (centres undefined) | 1 | 12 | -5 | -0.2 | 93 | 7 | 2 | 5 | 5 | 0
O=C1C2CC=CCC2C(=O)N1c1n[nH]c(CCc2ccccc2)n1 (centres undefined) | 3 | -1 | -5 | -0.7 | 91 | -1 | 2 | 4 | 4 | 1
Clc1ccc(OCCCc2nc(-c3ccncc3)no2)c(Cl)c1 | 0 | -8 | -4 | -0.5 | 98 | -6 | -5 | -3 | 1 | -1
CC(C)Oc1ccccc1C1CC(=O)Nc2cc3c(cc21)OCCO3 (centres undefined) | 22 | -6 | -6 | -0.3 | 89 | -10 | -8 | -22 | 0 | 11
Cc1ccc(OCC(=O)NCCc2c[nH]c3ccccc23)cc1 | -3 | -1 | -5 | -1.8 | 95 | -5 | -7 | 5 | 2 | 0
CCOC(=O)c1cc(NC(=O)NC2CCCCC2)c(C)nc1C | 2 | -2 | -4 | -2.1 | 101 | -2 | -5 | 6 | -3 | -12
COC1CCCCC1Nc1cc(C)cc(C)c1 (centres undefined) | 0 | -11 | -9 | -0.7 | 97 | 4 | -1 | 1 | 0 | -1
CC(C)CN(c1ccccc1)S(=O)(=O)c1nnc(NC(=O)c2ccco2)s1 | -1 | -2 | -2 | 1.9 | 102 | -8 | 5 | -4 | 1 | -6
CC(=O)N1CCN(S(=O)(=O)c2c(F)cc(F)c(Cl)c2F)CC1 | 1 | -9 | -11 | -1.3 | 94 | 7 | 1 | 33* | 3 | -1
COc1ccc(-n2nc3c(c2NC(=O)CCl)CSC3)cc1 | 8 | 1 | -16 | -3.6 | 92 | -4 | -3 | 0 | -6 | -2
COc1ccc(Br)cc1/C=C/C(=O)Nc1ccc2ccccc2c1 | 2 | 2 | -5 | -0.6 | 93 | -4 | -3 | -2 | -5 | 4
Nc1nonc1-c1nc2ccccc2n1CC(=O)NC1CCCC1 | -1 | -9 | / | -0.8 | 82 | 18 | -1 | 5 | 4 | -3
Cc1ccccc1C(=O)NNC(=O)C(C)N1C(=O)c2ccccc2C1=O (centres undefined) | 1 | -1 | -6 | -1.4 | 97 | 3 | 0 | -1 | 0 | 0
COc1cc(C(=O)COC(=O)c2cc([N+](=O)[O-])ccc2N2CCOCC2)ccc1OC(F)F | -1 | -3 | -6 | -3.2 | 95 | 6 | 1 | -1 | -16 | -3
COc1ccc(NC(=O)/C(=C/c2ccc(OC(C)=O)c(OC)c2)NC(C)=O)cc1 | 2 | 9 | -4 | 1.3 | 104 | 5 | 1 | 4 | 2 | -1
Cc1ccc(/C=C2/SC(=S)N(CCCC(=O)Nc3ccc(O)cc3)C2=O)cc1 | -5 | 5 | -4 | 17* | 97 | -14 | 7 | 0 | 1 | 1
COc1ccc(C)cc1S(=O)(=O)N1CCC(C(=O)N2CCN(C)CC2)CC1 | 1 | 0 | -5 | 0.5 | 99 | 7 | 3 | 7 | 1 | 6
O=C(c1ccc(NS(=O)(=O)c2cccc([N+](=O)[O-])c2)cc1)N1CCCCCC1 | -1 | 3 | -6 | 0.3 | 94 | -8 | -13 | 3 | -3 | -4
CC1(Oc2ccccc2-c2ccno2)CCN(Cc2ccc(-c3ccccc3)o2)C1 (centres undefined) | 1 | 15 | -5 | -0.6 | 112 | -20 | 25* | 2 | -5 | 0
O=C(O)c1c[nH]n2c(=S)ncnc12 | 0 | 0 | -14 | -3.0 | 101 | 2 | 5 | 7 | 1 | 2
O=C(Nc1ccccn1)C1(c2cccs2)CCOCC1 | 1 | -13 | -5 | 0.2 | 95 | 8 | -5 | 2 | 0 | -3
OC(CNCc1ccco1)COc1ccccc1 (centres undefined) | 0 | 1 | / | -0.2 | 101 | 10 | 5 | 7 | -4 | 3
O=c1c2ccccc2nnn1Cc1ccccc1Cl | -10 | 9 | -7 | -0.4 | 93 | -4 | 2 | 5 | 0 | -1
CCC(C)NC(=O)COC(=O)Cc1sc(N)nc1-c1ccc(C)cc1 (centres undefined) | 5 | 9 | -1 | -2.7 | 100 | 2 | -2 | 3 | -4 | 0
CC1(C(=O)NS(=O)(=O)Cc2cccc(Cl)c2)CCN1C(=O)C1CCCCC1 (centres undefined) | 1 | 2 | -10 | 0.6 | 103 | -1 | -4 | 7 | -1 | 1
COc1ccc(CCNC(=O)COC(=O)c2cnc(C)cn2)cc1 | 2 | -5 | / | -0.3 | 103 | -6 | 0 | 5 | 3 | 0
CCOc1ccccc1NC(=O)c1nc[nH]c1C(=O)Nc1ccccc1OCC | -2 | -3 | / | -2.0 | 96 | -3 | -9 | 3 | -1 | -6
Cc1ccc(/C=C/C(=O)N(Cc2cccs2)C2CCS(=O)(=O)C2)cc1 (centres undefined) | -1 | -9 | -5 | -0.4 | 88 | -1 | 12 | 4 | 3 | -4
CCN(CC)CCNC(=O)C(=O)NCC1OCCN1S(=O)(=O)c1cccs1 (centres undefined) | -1 | 6 | / | -1.2 | 98 | 3 | 7 | 11 | -1 | 0
COC(=O)c1ccc(C(=O)OC)c(NC(=O)CN2CCN(c3ccc(OC)cc3)CC2)c1 | -1 | 7 | / | 1.6 | 94 | -4 | 1 | -2 | -1 | 0
O=C(c1ccc(CNc2c(NC3CCCCC3)c(=O)c2=O)cc1)N1CCc2ccccc21 | 1 | -9 | -6 | 1.8 | 99 | 8 | 1 | 23 | -1 | 0
Brc1ccccc1/C=N/Nc1nc2ccccc2o1 | 2 | -4 | -4 | 5.9 | 95 | -6 | 1 | -8 | 6 | 1
CC(C)c1ccc(CN(C)C(=O)c2ccc(S(=O)(=O)NCc3ccco3)cc2)cc1 | -1 | 13 | -3 | -1.6 | 91 | -19 | -10 | 0 | 4 | 1
CCCN(CC(=O)Nc1ccccc1C)C(=O)c1ccc(-c2ccc([N+](=O)[O-])cc2)o1 | -1 | 0 | -2 | -1.7 | 95 | 6 | 2 | 5 | 5 | 5
Cc1ccc(C(=O)N/C(=C/c2cccs2)C(=O)NCc2ccco2)cc1 | -1 | 1 | -6 | 0.2 | 99 | -2 | 5 | 0 | 5 | -1
CCN(CC)c1ccc(/C=C/C(=O)C2C(=O)C=C(C)OC2=O)cc1 (centres undefined) | 3 | -1 | -20 | -0.3 | i | -10 | 2 | -6 | 2 | -1
CCOc1ccc2c(c1)C(c1ccc(C)cc1)=NNC(c1ccc(C)cc1)=N2 | 0 | 11 | / | -2.1 | 101 | -4 | -2 | -5 | -10 | 10
CCN1CCCC1CNC(=O)C1CCN(C(=O)c2cc3sccc3n2Cc2ccc(F)cc2)CC1 (centres undefined) | -3 | 10 | -7 | 1.2 | 105 | 16 | 11 | -3 | -7 | 10
O=C(CN1CCN(c2ccccn2)CC1)Nc1cccc(C(F)(F)F)c1 | 1 | -7 | -4 | -1.7 | 97 | -3 | 3 | 3 | -1 | -1
Cc1ccc(CC2CC(=O)N(c3cc(C)on3)C2=O)cc1 (centres undefined) | 1 | 13 | -7 | -0.5 | 103 | -4 | 8 | 6 | 7 | 3
Cc1cc2c(SCC(=O)Nc3cccc(O)c3)ncnc2s1 | 3 | 9 | -4 | -0.6 | 96 | -2 | -2 | -1 | 14 | 8
CCCOc1ccc(N2C(=O)CC(NCCCN3CCC(C(N)=O)CC3)C2=O)cc1 (centres undefined) | 0 | 3 | 0 | 1.4 | 95 | -3 | -1 | 3 | 0 | -3
O=C1CCCN=C(Nc2ccc(F)c(Cl)c2)S1 | 0 | -9 | -3 | 1.8 | 99 | 2 | 8 | -7 | 5 | -1
O=C(CN1CCOCC1)Nc1ccc(Br)cc1 | 0 | 7 | -5 | -3.5 | 99 | 1 | 6 | -1 | 10 | -2
Cc1nccn1-c1ccc(C(F)(F)F)cc1NC=O | 0 | -5 | / | -1.7 | 101 | 1 | -2 | 5 | 2 | 2
O=C1NC[C@H](CCCCN2CCN(Cc3ccccc3)C(=O)C2=O)N(CC2CCCCC2)C1=O | / | / | -4 | / | 97 | / | 1 | / | -4 | -15
Cc1c(C(N)=O)sc2ncn(CC(=O)N3CCC(C)CC3)c(=O)c12 | 3 | -5 | -6 | -0.6 | 102 | 12 | 0 | 4 | 2 | -2
COc1cccc(NC(=O)N2CCN(c3nnnn3-c3ccccc3)CC2)c1 | 3 | -1 | -6 | -2.5 | 101 | -1 | -3 | 2 | 0 | 2
Cc1oc(C(=O)O)cc1COc1ccccc1Cl | 2 | 12 | -5 | 0.9 | 96 | 3 | 7 | 8 | 8 | 0
CCCCC1(C(=O)OCC)CC(CSC(=N)N)OC1=O (centres undefined) | -1 | 6 | 5 | -3.2 | 95 | 1 | -4 | -3 | -2 | 3
COc1ccc(NC(=O)N(C)C[C@@H]2OCc3cnnn3CCCC(=O)N([C@H](C)CO)C[C@@H]2C)cc1 | 2 | -4 | / | 0.8 | 97 | 3 | 4 | 1 | 10 | 0
CCCCn1c(N)c(N(CC(C)C)C(=O)c2cccc(S(=O)(=O)N3CCN(C(C)=O)CC3)c2)c(=O)[nH]c1=O | 2 | 0 | -18 | -1.4 | 101 | -1 | -1 | 2 | -1 | 4
CC[C@]1(C(=O)OC)[C@H]2C(=O)N(C)C(=O)[C@H]2[C@H]2CN=C(SCc3ccc(Cl)cc3)N21 | 3 | -3 | -5 | -1.6 | 95 | 8 | -1 | -6 | -1 | 5
O=C(NCCc1ccccc1)C(=O)Nc1ccc2c(c1)OCCO2 | 1 | 6 | -4 | 3.2 | 95 | -2 | 7 | 10 | 0 | 3
